# Keap1 Nrf2 FP: inhibitors of human Keap1-Nrf2 protein-protein interaction. Q14145. Keap1 Kelch-Nrf2 peptide fluorescence polarization, 1536-well. inhibition, % at 9.4 µM. 340,000 tested, 0.15% active. AID 504523; in the data active means inhibition above about 12%;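 further: human Keap1 Kelch domain with fluorescein labeled Nrf2 9mer peptide probe; 0% = neutral control wells and 100% = peptide positive control; higher means more block of Keap1 binding to Nrf2 peptide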
# Mot1-301 SUMO: blocks SUMOylation pathway, rescuing yeast Mot1-301 growth. S. cerevisiae Mot1-301 growth rescue, ATP luminescence, 38.5C; percent above DMSO median, 100 means doubled. growth rescue, % at 18.8 µM. 320,000 tested, 1% active. AID 2716;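 active means every valid replicate shows activation above 250% relative to neutral control wells; inactive means the rest, any valid replicate at or below 250%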;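 further: OY570 slx delta 5 strain wells were the positive control but not used for scaling; some compounds called inactive have numbers as strong as hits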
# C-LANA FP: blocks KSHV LANA C-terminal domain binding to DNA | AID 504423 | MBP-C-LANA/FAM-LBS DNA binding, fluorescence polarization | 340,000 tested, 0.078% active | inhibition, % at 9 µM;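 active means highest replicate inhibition at or above 60% at 9 µM, even if other replicates fall short; inactive means all replicates below 60% inhibition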;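 further: 0% = neutral control wells and 100% = 4 µM acridine orange control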
# Rtt109 Vps75: C. albicans Rtt109 histone acetyltransferase inhibition. inhibition, % at 34.9 µM. 330,000 tested, 0.16% active. purified Rtt109/Vps75, ThioGlo CoA-SH fluorescence, 4 h. Q5AAJ8;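 active means inhibition of at least 50% in every replicate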
# Target sequence (Q5AAJ8 whole entry, looked up): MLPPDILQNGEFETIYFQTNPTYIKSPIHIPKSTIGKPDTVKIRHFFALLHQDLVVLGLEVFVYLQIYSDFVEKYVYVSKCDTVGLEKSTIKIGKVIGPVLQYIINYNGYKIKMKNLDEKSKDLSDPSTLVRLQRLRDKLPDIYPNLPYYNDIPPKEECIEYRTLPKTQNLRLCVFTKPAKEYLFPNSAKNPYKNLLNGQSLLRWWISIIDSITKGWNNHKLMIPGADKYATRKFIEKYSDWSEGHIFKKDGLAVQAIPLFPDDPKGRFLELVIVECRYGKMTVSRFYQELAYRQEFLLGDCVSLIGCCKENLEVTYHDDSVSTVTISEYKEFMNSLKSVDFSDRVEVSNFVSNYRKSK
# Cardiac RTF inh: cardiac RTF calcium desensitization. P19429+P45379. IANBD-labeled cardiac RTF, Ca2+ fluorescence. inhibition, % at 7.15 µM. 340,000 tested, 0.12% active. AID 493244;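 active means inhibition above the mean inhibition of all tested compounds plus 3 SD, cut at about 17% in these data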;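 further: assay run at fixed EC70 calcium of 1.6 mM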
# PfHsp90 yeast 2: growth inhibition of yeast expressing Plasmodium Hsp90. S. cerevisiae expressing PfHsp90, BacTiter-Glo ATP, 48 h; yeast lacking PDR1 and PDR3 efflux regulators. inhibition, % at 9.4 µM. 310,000 tested, 0.32% active. AID 504621;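 active means every replicate shows inhibition above about 80%, whatever the replicate mean, limit read from the data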;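 further: 0% = DMSO neutral controls and 100% = 20 µM radicicol positive controls; yeast relying on Plasmodium falciparum Hsp90 in place of its own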
# PvdQ acylase: blocks Pseudomonas aeruginosa PvdQ acylase activity; purified PvdQ acylase, fluorescence plate reader; inhibition, % at 10 µM; 340,000 tested, 0.063% active; AID 488965; in the data active means inhibition above about 30%, passing the limit was not always enough;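 further: 0% = vehicle neutral wells and 100% = reference inhibitor wells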
# NSD2 inh: NSD2 (human) methyltransferase inhibition; O96028; inhibition, % at 12.5 µM; 310,000 tested, 0.54% active; AID 743445; NSD2 peptide methylation, AlphaScreen, 120 min; in the data active means inhibition above about 50%
# dFosB act: mouse delta FosB homodimer activation; 340,000 tested, 0.99% active; purified delta FosB, TAMRA-CDK5 oligo fluorescence polarization; percent of positive-control signal above neutral wells; activation, % at 25 µM; P13346;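 active means mean activation above about 17%, with every replicate also reaching it, limit read from the data, passing the limit was not always enough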;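 further: fluorescence polarization rise as delta FosB binds a TAMRA Cdk5 AP-1 oligo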
# Target sequence (P13346 whole entry, looked up): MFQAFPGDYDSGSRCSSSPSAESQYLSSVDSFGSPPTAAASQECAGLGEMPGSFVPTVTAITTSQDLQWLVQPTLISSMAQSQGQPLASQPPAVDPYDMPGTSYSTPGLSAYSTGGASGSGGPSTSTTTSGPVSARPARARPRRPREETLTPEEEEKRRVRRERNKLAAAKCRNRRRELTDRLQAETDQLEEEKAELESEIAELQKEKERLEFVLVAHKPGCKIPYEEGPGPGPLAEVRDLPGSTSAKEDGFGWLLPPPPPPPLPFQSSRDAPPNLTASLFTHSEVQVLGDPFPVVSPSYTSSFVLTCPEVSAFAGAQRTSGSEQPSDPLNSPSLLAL
# CDK5 p35 inh: CDK5/p35 (human) kinase inhibition | Q00535+Q15078 | inhibition, % at 10 µM | Recombinant CDK5/p35, ADP-Glo luminescence, 60 min | 330,000 tested, 0.01% active;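 active means highest replicate inhibition of at least 50% and at least 75% of replicates reaching 50%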;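 further: plate controls were DMSO neutral control for no effect and GW8510 at 10 µM for full effect; many of its hits are not listed in these tables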
# RTF Ca sens act: cardiac RTF calcium sensitization | P19429+P45379 | AID 493008 | activation, % at 7.2 µM | 340,000 tested, 0.24% active | IANBD-labeled TnC RTF fluorescence at EC20 calcium; 0% EC20 calcium, 100% full calcium;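 active means activation above the mean over all tested compounds plus 3 SD, cut at about 30% in these data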;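 further: rise in fluorescence read as greater calcium sensitivity of cardiac thin filaments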
# The depositor's hits bear a star; nt = no result given.
SMILES,Keap1 Nrf2 FP,Mot1-301 SUMO,C-LANA FP,Rtt109 Vps75,Cardiac RTF inh,PfHsp90 yeast 2,PvdQ acylase,NSD2 inh,dFosB act,CDK5 p35 inh,RTF Ca sens act
O=C(NCCCN1CCCCC1)c1ccc(CS(=O)c2ccc(F)cc2)o1 (centres undefined),-6,2,-0.1,-26,-11,-10,-10,-3,-11,-1.4,-1
Cc1ccccc1NC(=O)Cn1nnc(C(=O)NCc2ccco2)c1N,-3,1,0.4,1,-5,nt,-7,1,0,-0.8,-3
Cc1cc(C)cc(OCCNC(=O)c2cc(S(=O)(=O)N3CCOCC3)ccc2F)c1,-4,226,1.2,18,-10,-9,8,-1,-11,-1.2,-3
COCCNC(=O)COC(=O)c1cc(-c2ccc(OC)cc2)nc2ccccc12,4,0,0.7,1,-12,-26,-12,-1,-26,-0.1,1
O=C(CCC(=O)c1ccccc1)NCc1cccc(C(F)(F)F)c1,-3,-3,0.6,0,-4,19,10,-2,-1,0.6,-4
CC1CCN(c2nc(-c3ccccc3)cc(C(F)(F)F)n2)CC1,-2,3,0.5,-2,-3,nt,-13,nt,0,1.3,3
COc1ccc2c(C)cc(SCC(=O)N3CCOCC3)nc2c1,-6,-12,-1.1,-7,-22,-4,6,1,-13,-1.2,7
COc1ccc(CCNC(=O)C23CCC(C)(C(=O)C2Br)C3(C)C)cc1OC (centres undefined),-2,-10,-0.6,-3,-1,-2,4,2,0,-0.2,1
Cc1cc(NC(=O)c2ccccc2F)cc(C)c1OCC(=O)N1CCOCC1,-2,0,-0.9,-4,6,-4,-7,23,-5,0.6,-2
CCOC(=O)c1ccc(N=C2NC(=O)CS2)cc1,4,-4,1.1,7,-3,nt,-6,0,-3,-0.7,2
COc1ccc(S(=O)(=O)N2CCN(c3c(C)cccc3C)CC2)cc1OC,-1,263,0.5,-3,-6,nt,-9,nt,-6,1.1,-1
CC1=C(C(=O)N2CCN(C(=O)c3ccco3)CC2)C2(CCC(C)CC2)OC1=O (centres undefined),4,1,0.7,2,-4,21,-15,nt,-7,0.1,2
O=C(O)COc1ccccc1/C=N/NC(=O)CN1CCN(S(=O)(=O)c2ccc(Br)cc2)CC1,-1,9,1.2,-1,-11,-7,-6,-3,-6,-0.5,11
NC(=O)c1cc2cc(Cl)ccc2oc1=Nc1cccc(C(F)(F)F)c1,4,-10,-0.2,2,-11,-2,19,nt,-7,2.3,1
Cc1ccc(C(OC(=O)c2ccco2)C(=O)NC2CCCCC2)cc1 (centres undefined),-6,-1,-0.7,8,-1,nt,-10,-2,-5,-0.8,6
Cc1ccc(NC(=O)c2c(-c3ccccc3Cl)noc2C)nc1,3,8,2.3,-6,6,1,-2,-3,6,-2.4,-4
O=C(Nc1cccc(-c2nc3ccccc3o2)c1)c1ccc(N2C(=O)C3C4C=CC(C4)C3C2=O)cc1 (centres undefined),-6,-18,-0.2,-17,10,23,-23,-3,-3,-4.0,-1
Cc1c(C)c2ccc(OCC(=O)N3CCN(c4cccc(Cl)c4)CC3)cc2oc1=O,2,4,-1.3,5,2,-8,2,-4,-5,2.0,-3
Cc1ccccc1N1CC(C(=O)Nc2ccc(S(=O)(=O)NCC3CCCO3)cc2)CC1=O (centres undefined),-5,-7,1.1,-8,2,-16,-5,-1,-7,2.4,-1
Cc1ccc2c(c1)C(=O)CC(O)(C(F)(F)F)O2 (centres undefined),0,0,2.3,-4,0,1,4,-3,-1,-2.1,8
O=C1Nc2ccc(F)cc2C12SCCS2,-2,-9,0.0,-9,-2,6,-8,-1,1,0.6,0
CCc1ccccc1NC(=O)CCNC(=O)Cn1ccc2ccccc2c1=O,-3,1,-0.9,-18,2,14,-4,nt,8,-0.4,4
CC1CCN(C(=O)C(C)NCc2ccc(F)cc2)CC1 (centres undefined),1,-4,1.1,-2,2,5,-1,0,3,0.0,1
Clc1cccc2sc(N3CCOCC3)nc12,-8,19,-1.9,1,-8,-28,-11,-3,-8,-1.1,0
COc1ccc(OCCC(=O)OCC(=O)NCc2ccccc2)cc1,-2,11,-1.1,0,-13,3,-16,-2,-3,0.8,6
COc1ccc(-c2c(C)nn3c(N)c(-c4ccccc4)cnc23)cc1OC,1,0,6.3,-1,-7,-25,-14,0,-22,1.7,-2
CCC(C(=O)Nc1ccc(C(=O)N2CCCC2)cc1)c1ccccc1 (centres undefined),1,15,1.5,-2,6,-13,-14,-1,-11,-2.2,4
C=CCOc1ccc(/C=C/C(=O)OCC(=O)NCC(=O)Nc2c(C)cc(C)cc2C)cc1,3,85,-0.6,-2,-19,nt,-2,-2,15,-0.3,-7
O=C(NNC(=O)c1cccnc1)NC12CC3CC(CC(C3)C1)C2,2,-11,-0.3,0,-14,9,-9,-3,7,-0.6,5
CCC(C)C(NC(=O)C1CCC(=O)N1C(=O)OCc1ccccc1)C(=O)NC(C(=O)N1CCCC1C(N)=O)C(C)CC (centres undefined),-6,137,-0.7,-5,-8,-6,-13,-4,-4,-0.8,0
CN(C)c1ccc(C(=O)C(O)c2ccc(C(C)(C)C)cc2)cc1 (centres undefined),0,-10,0.5,4,3,-20,2,0,-6,-0.3,6
Cc1cc(C)c(OCC(=O)N2CC=C(c3ccccc3)CC2)c(C)c1,3,-3,2.1,25,-5,4,7,-1,-14,0.6,0
CCN(c1ccc2c(c1)OCO2)S(=O)(=O)c1cc(Br)cc2c1N(C(=O)C1CC1)CC2,-7,-12,26,4,-7,nt,9,nt,-10,-1.0,1
CCOC(=O)C1CCN(c2c(N3CCN(Cc4ccccc4)CC3)c(=O)c2=O)CC1,4,66,-0.2,5,-3,-7,-2,nt,1,-0.7,1
Cc1ccc(N(Cc2ccccc2)C(=O)c2cc(S(=O)(=O)N3CCOCC3)ccc2N2CCCC2)cc1,-4,4,-0.8,-6,1,-7,-15,-1,-12,0.7,-5
Cc1ccc(-n2c(C)nn(CC3CC3)c2=O)cc1,-3,-13,0.8,2,-12,nt,-27,1,-1,1.0,14
COc1cccc(NC(=O)CN(C)S(=O)(=O)c2ccc(C)cc2)c1,2,4,0.0,-2,-9,-18,-10,2,-6,0.4,3
O=C1OCCN1C(=O)[C@H]1[C@H](c2ccc([N+](=O)[O-])cc2)C(c2ccc(F)cc2)=NN1c1ccccc1,-5,nt,1.4,-7,0,-9,-18,nt,-12,1.5,1
CCOC(=O)C1=C(C)OC(N)=C(C#N)C1c1ccccc1 (centres undefined),1,-6,-1.2,-8,1,-3,-1,-9,-6,0.2,4
CC(C)Sc1nnc([C@H](Cc2c[nH]c3ccccc23)NC(=O)OC(C)(C)C)o1,-1,6,1.5,9,-4,3,-13,54*,-6,-1.4,-2
COc1cc(/C=C/CO)ccc1O[C@@H]1O[C@H](CO)[C@@H](O)[C@H](O)[C@H]1O,-5,346,0.7,5,2,2,-1,nt,-1,1.2,4
Cc1cc(C)n(CC(=O)NNC(=O)CCCOc2ccc(Cl)c(C)c2)n1,2,-14,-0.3,-2,3,-8,27,-2,21*,-0.2,-6
CC1=C(C(=O)OCc2ccccc2)C(c2ccc(N3CCOCC3)cc2)NC(=O)N1 (centres undefined),-4,-3,-0.3,3,11,3,-15,6,1,-0.4,2
CCC(CO)Oc1cc(NC(=O)c2cccc(OC)c2)c2ncn(C(C)C)c2c1 (centres undefined),-4,-12,1.0,-17,-9,-29,-11,nt,-4,0.1,0
CC(=O)c1c(C)nc(Nc2nc(C)c3cc(C)ccc3n2)nc1C,nt,22,nt,0,-1,-12,6,-2,0,2.2,3
CCN(CCCNC(=O)C1CCN(C(=O)c2cc3sccc3n2C)CC1)Cc1ccccc1,-3,38,-1.1,-2,-4,-6,4,8,-5,-0.6,-3
CC(C)c1ccc(-c2nc3c([nH]2)c(=O)n(C)c(=O)n3C)cc1,-3,-3,-0.5,1,-8,-33,-18,10,-5,-2.2,-6
O=C(COc1ccc(NS(=O)(=O)c2ccc(F)cc2)cc1)N1CCOCC1,-2,nt,0.7,-12,-4,13,-14,-2,-3,-2.3,12
NS(=O)(=O)c1ccc(CCNc2nc(C(F)(F)F)nc3ccccc23)cc1,4,-19,0.2,-3,1,11,-10,1,4,5.4,-5
COc1ccc(-c2nc(-c3cccc(C(F)(F)F)c3)no2)cc1OC,-2,-20,0.2,3,5,6,-11,4,-4,-0.4,2
Cc1cccc(CSc2nc3ccncc3n2CC(=O)Nc2cc(C)cc(C)c2)c1,2,6,0.0,-6,-14,5,-7,nt,33*,0.2,5
Cc1ccc(S(=O)(=O)N2CCN(S(=O)(=O)c3ccc(C)cc3)C2)cc1,5,-6,-2.6,0,7,-3,0,-8,-2,0.8,-8
O=C(NCc1ccccc1)Nc1cccn(Cc2ccccc2Cl)c1=O,-2,13,-1.8,16,-6,19,-17,-1,-7,-1.3,4
COc1ccc(CCN(C)C2CCCN(C(=O)c3ccnn3C)C2)cc1OC (centres undefined),-2,2,0.2,0,-9,22,-10,3,-4,-1.9,1
CC12CCC(C(=O)N(c3ccc(Cl)cc3)C1=O)C2(C)C (centres undefined),1,10,-0.4,1,-6,17,5,1,0,0.9,0
O=C(OCCN1CCOCC1)c1cccc(F)c1,0,193,0.6,2,-1,31,6,-2,-3,-0.5,-8
COC(=O)c1cccc(NC(=O)Cc2ccsc2)c1,6,-4,-0.3,-2,-6,15,8,-19,5,1.6,3
CN(C)CCNc1c2c(c(C#N)c3nc4ccccc4n13)CCCC2,-2,8,-1.0,0,6,19,-6,-3,2,0.4,1
CCc1ccc2oc(=O)cc(CN3CCN(CCO)CC3)c2c1,-4,23,-0.9,-19,-11,-18,-10,-7,-1,-1.3,-3
CS(=O)(=O)c1ccc(N2CCN(C3CC(=O)NC3=O)CC2)cc1 (centres undefined),3,-13,0.1,1,-9,nt,-2,0,2,-0.6,-2

# (listing goes on)
SMILES,Keap1 Nrf2 FP,Mot1-301 SUMO,C-LANA FP,Rtt109 Vps75,Cardiac RTF inh,PfHsp90 yeast 2,PvdQ acylase,NSD2 inh,dFosB act,CDK5 p35 inh,RTF Ca sens act
Cn1c(=O)c2c(nc(N3CCCCC3)n2C)n(C)c1=O,-3,-6,1.3,0,6,-15,-19,-3,6,0.3,2
CN(C1CCCCC1)S(=O)(=O)c1ccc(SCC(=O)C(C)(C)C)nc1,-2,56,0.2,10,-3,-3,-13,-6,-16,1.6,-2
COC(=O)c1sccc1NC(=O)Nc1ccc(C)cc1C,-5,-1,0.0,-7,1,9,-18,0,2,0.6,-4
Cc1ccc(CN(C)Cc2cc(=O)oc3cc(C)c(Cl)cc23)cc1,-2,-3,2.6,-12,-7,-17,-18,0,-8,-2.1,1
CSC(SC)=C(C#N)C(=O)c1ccccc1,-5,84,-1.3,5,-2,3,0,1,-5,0.7,4

# Source: PubChem (several laboratories)

# Compounds as they come; about 3.2% have a hit in one of these screens.
